# GLS inh: qHTS for Inhibitors of Glutaminase (GLS) | Glutaminase kidney isoform, mitochondrial (Homo sapiens), O94925 | actives 0.21% (n = 410,000) | GLS enzymatic activity, qHTS titration | Potency, µM (series often up to 45.5 µM), for inactives: at the top dose activity change, negative = inhibition, actives largely listed as inhibitors | AID 624170, 2012; note: potency is the fitted concentration of half-maximal effect; % is set by controls: 0 for no effect and ±100 for the full control effect
#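 Glutamate formation by hKGA was monitored fluorometrically using coupled glutamate oxidase, HRP and Amplex Red. Substrate was added as 1 mM L-glutamine solution; incubation was 30 min at RT after an initial read.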
# BAZ2B block: qHTS Assay for Inhibitors of BAZ2B; AlphaScreen BAZ2B-H3K14Ac peptide displacement; actives 4.4% (n = 360,000); Potency, µM (highest dose often 114 µM), for inactives: at the top dose activity change, negative = inhibition, usual class: inhibitors; AID 504333, 2011; note: potency is the fitted concentration of half-maximal effect; % is set by controls: 0 for no effect and ±100 for the full control effect; nearly all actives have a fitted effect of over 60% in size
#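 BAZ2B 50 nM plus b-H3(5-23)K14Ac 50 nM, PBS pH 7.4/0.01% Tween-20, 30 min RT; compound added (max 110 uM), 30 min RT; streptavidin donor/Ni-chelate acceptor beads 10 ug/mL final, 20 min dark; AlphaScreen read.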
# ERG-DNA inh: qHTS for Small Molecule Inhibitors of the ERG Ets/DNA interaction; Transcriptional regulator ERG (Homo sapiens), P11308; fluorescence polarization, His-ERG Ets domain / labelled DNA; Potency, µM (doses to about 76.9 µM), inactives show at the highest dose FP activity, negative = inhibition, hits mostly inhibitors; actives 0.028% (n = 370,000); AID 624246, 2012; active = well fitted inhibition curve with a large enough effect in the polarisation, with a control signal flat; inconclusive = small, poorly fitted or top-dose-only effect, or effect the other way, or a change in a side signal; inactive = no such curve, though single readings can be large or run the other way; the % refers to the polarisation;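 note: polarization taken with two DNA probes labelled with fluorescein and Texas red; potency is the fitted concentration of half-maximal effect; % of control where 0% means no effect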
# Target sequence (P11308 whole entry, looked up, the tested form may be a part): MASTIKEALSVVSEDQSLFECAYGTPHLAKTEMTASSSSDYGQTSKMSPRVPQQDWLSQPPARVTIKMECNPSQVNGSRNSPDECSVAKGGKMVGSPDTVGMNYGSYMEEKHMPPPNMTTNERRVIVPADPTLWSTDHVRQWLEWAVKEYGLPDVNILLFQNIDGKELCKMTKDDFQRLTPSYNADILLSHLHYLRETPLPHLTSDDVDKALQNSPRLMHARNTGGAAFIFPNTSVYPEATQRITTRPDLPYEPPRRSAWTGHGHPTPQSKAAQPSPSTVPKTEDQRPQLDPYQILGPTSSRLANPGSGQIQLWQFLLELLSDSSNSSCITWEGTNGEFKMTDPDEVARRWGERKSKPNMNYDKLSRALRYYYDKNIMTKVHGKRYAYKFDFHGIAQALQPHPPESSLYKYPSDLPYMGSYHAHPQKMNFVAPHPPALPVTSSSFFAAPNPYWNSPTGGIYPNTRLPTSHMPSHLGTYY
#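 His-tagged ERG Ets domain (1 uM in the protein solution; 300mM KCl, 50mM Tris-HCl, 1mM EDTA, 1mM DTT, pH 7.5) received compound, then a probe mix of 5 nM fluorescein-DNA and 100nM Texas-615-DNA. Fluorescence polarization was read for both dyes.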
# PI4K2A block: qHTS for small molecular inhibitors of PI4K2A; purified PI4K2A, ADP-Glo luminescence, 1 h; active compounds read low; activity change, negative = inhibition, % at 76.9 µM; actives 0.13% (n = 420,000); AID 1346378, 2018; in the data active = activity change below about -50%; inconclusive = mostly about -30% to -49%;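 note: -100% = wells without enzyme as full effect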
#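 ADP-Glo luminescence measured ADP generated by PI4K2A enzyme (4 ug/mL before mixing) with 1.2 mM PI substrate (pre-mix) and 300 microM ATP (pre-mix). Tris pH7.5 buffer with MgCl2, Triton X-100; 1 h reaction at ambient temperature.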
# JMJD2A Tudor: qHTS Assay for Inhibitors of JMJD2A-Tudor Domain; Potency, µM (top dose mostly 114 µM), without a hit: at the highest dose activity change, negative = inhibition, most hits filed as inhibitors; actives 4.4% (n = 390,000); AlphaScreen JMJD2A-Tudor / H3K4me3 peptide binding; AID 504339, 2011; Lysine-specific demethylase 4A (Homo sapiens), O75164; note: potency is the fitted concentration of half-maximal effect; % is set by controls: 0 for no effect and ±100 for the full control effect; nearly all actives have a fitted effect of over 50% in size
# G9a inh: qHTS Assay for Inhibitors of Histone Lysine Methyltransferase G9a; actives 8.8% (n = 350,000); Histone-lysine N-methyltransferase EHMT2 (Homo sapiens), Q96KQ7; AID 504332, 2011; Potency, µM (series often up to 102 µM), for inactives: top-dose activity, negative = inhibition, hits mostly inhibitors; G9a H3K9 monomethylation, AlphaScreen, 2 h; note: potency is the fitted concentration of half-maximal effect; % is set by controls: 0 for no effect and ±100 for the full control effect; nearly all actives have a fitted effect of over 75% in size
# Target sequence (Q96KQ7 913-1193 limits assumed): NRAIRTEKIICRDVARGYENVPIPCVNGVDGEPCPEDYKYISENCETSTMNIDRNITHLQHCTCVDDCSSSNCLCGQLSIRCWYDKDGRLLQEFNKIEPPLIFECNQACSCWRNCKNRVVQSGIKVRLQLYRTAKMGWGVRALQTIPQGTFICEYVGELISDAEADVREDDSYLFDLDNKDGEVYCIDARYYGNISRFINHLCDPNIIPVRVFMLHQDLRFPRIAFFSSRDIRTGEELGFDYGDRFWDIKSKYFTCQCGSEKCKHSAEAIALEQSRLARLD
#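 G9a (20 nM) preincubated 15 min RT with compounds, then 500 nM biotinylated H3K9 peptide and 20 uM SAM added; 2 h RT reaction. Monomethyl-H3K9 product detected by AlphaScreen with anti-H3K9me1 antibody, streptavidin donor and anti-rabbit IgG acceptor beads.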
# HP1b binding inh: HTS for Inhibitors of HP1-beta Chromodomain Interactions with Methylated Histone Tails | Chromobox protein homolog 1 (Homo sapiens), P83916 | AlphaScreen HP1-beta / biotin-H3K9me3 peptide binding | Potency, µM (titrated, usually from 114 µM), for the others: top-dose activity change, negative = inhibition, usual class: inhibitors | actives 0.56% (n = 390,000) | AID 540317, 2011; note: potency is the fitted concentration of half-maximal effect; nearly all actives have a fitted effect of over 70% in size; inactives centre near 23
#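 Compound inhibition of the preformed complex between 50 nM HP1-beta and 50 nM biotinylated H3K9me3 peptide was read by AlphaScreen. Buffer was PBS pH 7.4 with 0.01% Tween-20. Incubations ran 30 min at room temperature, with 10 ug/mL donor/acceptor beads.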
# RGS4 inhibitor: Inhibitors of Regulator of G Protein Signaling (RGS) 4: qHTS | actives 0.039% (n = 390,000) | Transcreener GDP fluorescence polarization, RGS4-accelerated GTP hydrolysis | Regulator of G-protein signaling 4 (Homo sapiens), P49798 | AID 504845, 2011 | Potency, µM (top dose mostly 114 µM), for inactives: at the highest dose activity change, negative = inhibition, hits mostly inhibitors; note: potency is the fitted concentration of half-maximal effect; % is set by controls: 0 for no effect and ±100 for the full control effect; nearly all actives have a fitted effect of over 75% in size; some results filed as inactive show a strong effect at the top dose
# Target sequence (P49798 whole entry, looked up): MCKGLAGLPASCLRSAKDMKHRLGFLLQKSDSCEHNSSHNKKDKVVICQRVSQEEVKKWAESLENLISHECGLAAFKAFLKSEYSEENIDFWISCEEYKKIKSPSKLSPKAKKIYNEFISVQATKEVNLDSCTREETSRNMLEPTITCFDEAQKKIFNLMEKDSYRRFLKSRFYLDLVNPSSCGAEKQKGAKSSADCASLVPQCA
#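 MLSMR compounds (23 nl, pin-transferred) preincubated 10 min at room temperature with a 500nM (2x) first reagent, then RGS4 at 900nM (2x) plus Transcreener GDP mix added; fluorescence polarization (620/688 nm) read before and after 90 min at 30 °C.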
# 12-LOX inh: Primary qHTS assay for inhibitors of human arachidonate 12S-lipoxygenase (ALOX12): Round 2; Potency, µM (highest dose often 108 µM), without a hit: top-dose activity change, negative = inhibition, hits mostly inhibitors; purified 12hLO, xylenol orange hydroperoxide absorbance; Polyunsaturated fatty acid lipoxygenase ALOX12 (Homo sapiens), P18054; actives 1.1% (n = 580,000); AID 1671190, 2021; note: potency is the fitted concentration of half-maximal effect; % is set by controls: 0 for no effect and ±100 for the full control effect
#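 Purified human 12hLO at 150 nM in 25 mM Hepes, 0.01% Triton X-100, pH 7.0, preincubated 15 min at room temperature with compound. Reaction started with 40 uM arachidonic acid, 30 min at room temperature. Hydroperoxide measured by Fe-xylenol orange, 573/405 nm absorbance ratio.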
# Active calls of the source: *; ? = inconclusive; nt = not tested or not shown; & = joins results of further samples; [ ] = dose if it differs, or a comment. Unless noted, calls come from the whole dose curve; as a rule, active = well fitted curve in the direction sought with a large enough effect; inconclusive = small, poorly fitted or top-dose-only effect, or another doubt; inactive = no such curve, though single readings can be large; an effect the other way counts as inactive or inconclusive.
SMILES,GLS inh,BAZ2B block,ERG-DNA inh,PI4K2A block,JMJD2A Tudor,G9a inh,HP1b binding inh,RGS4 inhibitor,12-LOX inh
CCCC(=O)Nc1nc2c(s1)COc1ccccc1-2,13%,20%,1%,0,-7%,nt,29%,2%,-7%
CCOc1c(CNCc2ccc(C(=O)O)cc2)cccc1OC,-3%,-3%,-1%,-5,0%,-7%,34%,-8%,-5%
CN(C(=O)COC(=O)c1c2c(nc3ccccc13)/C(=C/c1cccc([N+](=O)[O-])c1)CCC2)C1CCS(=O)(=O)C1 (stereo unspecified),0%,-34%,6%,3,-16%,-20%[59 µM],-1%,-35%,-29%
COC(=O)c1cc(-c2cccc([N+](=O)[O-])c2)c2c(=O)[nH]c(=O)n(C)c2n1,-1%,-6%,5%,-1,-31%,19%,4%,-18%[56.9 µM],5%
O=C(N/N=C/c1cccc([N+](=O)[O-])c1)C1CC(=O)N(c2ccc(Br)cc2)C1 (stereo unspecified),-1%,-2%,15%,4,3%,7%,7%,-1%,-28%
Cc1nnc(SCC(=O)Nc2ncc3c(n2)CC(C)(C)CC3=O)s1,3%,-3%,3%,-3,-4%,-25%[59 µM],50%[activator],-5%,-12%
CN(C(=O)CN1C(=O)/C(=C/c2ccccc2F)SC1=S)C1CCS(=O)(=O)C1 (stereo unspecified),-6%,45µM*,5%,-4,-3%,14%,52%[activator],-14%[56.9 µM],-11%
CN1C(=O)N(C)C2(C)CC1(C)N(C)C(=O)N2C,11%,-8%,17%,0,-32%,4%,8%,5%,?
O=C(Cn1c(=O)oc2cc(S(=O)(=O)N3CCc4ccccc43)ccc21)N1CCCCC1,0%,4%,8%,3,-6%,?,43%[activator],-10%,0%
O=C(N/N=C/c1cccnc1)c1cc(Br)ccc1O,-4%,-1%,15%,3,2%,23%,39%,-8%,101%[activator]
COCCn1c(SCC(=O)Nc2cccc(OC)c2)nnc1-c1ccc(Cl)cc1,3%,-6%,nt,1,-24%,?,15%,-6%,-15%
O=C(CN1C(=O)NC2(CCCC2)C1=O)NNC(=O)c1ccc(F)cc1,5%,5%,21%,3,12%,3%[2.33 µM],27%,-13%,-16%
CCCN(Cc1nnc(-c2cccs2)o1)C(=O)c1cc(S(=O)(=O)N2CCOCC2)ccc1C,1%,-13%,-3%,4,-30%,-50%[59 µM],28%,4%,-6%
CCCN(CCC)C(=O)CC(c1ccccc1)c1ccc(C)cc1O (stereo unspecified),4%,8%,7%,6,-11%,?,20%,-15%,15%
Cc1ccnc(NC(=O)C2CCN(S(=O)(=O)c3ccc(C)c(C)c3)CC2)c1,-5%,-9%,-7%,-3,-2%,11%[2.33 µM],20%,-3%,-20%
O=C(/C=C/c1ccccc1)Nc1cccc(C(=O)N2CCCCC2)c1,4%,nt,-6%,0,-5%,nt,43%[activator],-18%,-8%
O=C(NCc1ccccc1Cl)c1ccncc1,2%,4%,-1%,-7,-8%,nt,-1%,4%,66%[activator]
O=C(O)CCCN=C1CCCc2ccccc2N1,9%,-4%,-10%,-1,-6%,-1%,40%[activator],20%,7%
CC1CCN(CCCNC(=O)c2nn(C)c3c2CS(=O)(=O)c2ccccc2-3)CC1,1%,-7%,5%,4,-25%,-8%,24%,-2%,-1%
CCOC(=O)C(C)Nc1ncnc2onc(C)c12 (stereo unspecified),-6%,7%,-1%,-1,-14%,0%[59 µM],24%,9%,-23%
CCOc1ccc(S(=O)(=O)NCCC(=O)Nc2ccncc2)cc1,2%,11%,-6%,-1,-11%,17%[2.33 µM],28%,7%,-2%
O=C(Nc1ccon1)c1cc2ccccc2oc1=O,9%,15%,-2%,-7,-4%,?,32%,-11%,-22%
CCOc1ccc(N(Cc2cc3ccc(C)cc3[nH]c2=O)C(=O)COC)cc1,-9%,0%,-6%,6,5%,?,13%,-1%,-9%
CCN1C(=O)N[C@@H](c2ccccc2)[C@H](C(C)=O)[C@H]1C,2%,nt,-14%,0,-19%,nt,37%,6%,-25%
O=C1C=C(NCCOC23CC4CC(CC(C4)C2)C3)C2(CCCCC2)O1,-1%,2%,15%,5,-13%,1%,21%,0%,-2%
CC(C)CC(C(=O)Nn1cnnc1)N1C(=O)c2ccccc2C1=O (stereo unspecified),2%,-4%,7%,4,-17%,47%[59 µM],28%,-23%,2%
Cc1c(NC(=O)c2cc3nc(-c4ccc(Cl)cc4)cc(C(F)(F)F)n3n2)c(=O)n(-c2ccccc2)n1C,11%,1%,-12%,-5,-8%,-7%[59 µM],22%,14%,?
Nc1ccc(N2CCCCC2)c(S(=O)(=O)Nc2ccccc2Cl)c1,19%,?,-1%,0,?,14µM*,?,-39%,?
CCN(CC)C(=O)[C@H]1CC(CC(=O)NCCC2=CCCCC2)C(=O)N2CCc3c([nH]c4ccc(OC)cc34)[C@]12C (stereo partly specified),4%,nt,-11%,2,-27%,nt,36%,-13%,-52%
N#C/C(=C\c1ccc(N2CCOCC2)c([N+](=O)[O-])c1)c1nc2ccccc2[nH]1,4%,35µM*,nt,-1,?,1%[59 µM],-32%,-23%,-29%
O=C(CSc1nnc(NC(=O)c2ccc(F)cc2)s1)NCc1ccco1,-3%,-3%,9%,-2,-18%,-16%,12%,6%,-13%
C=CCN1C(=O)C2(NC(=O)c3ccccc3N2)c2ccccc21 (stereo unspecified),0%,-14%,8%,-2,11%,0%,36%[activator],-10%,3%
CCn1nnnc1SCCSc1nnnn1CC,-4%,3%,nt,3,-13%,2%[12.7 µM],36%[activator],-4%,4%
O=C(O)c1ccccc1C=NN=C1c2ccccc2-c2ccccc21,22%,nt,11%,1,?,nt,?,-25%,-6%
CNC(=O)C1CCC(Cn2c(=O)c3sccc3n(Cc3ccccc3)c2=O)CC1 (stereo unspecified),3%,2%,-2%,2,-3%,2%[59 µM],37%,-7%,-7%
Cc1ccc(S(=O)(=O)N2CCC(C(=O)NCc3ccccc3CN3CCCC3)CC2)cc1C,-2%,-8%,-1%,5,-10%,4%[12.7 µM],18%,19%,166%[activator]
C=CCn1cnc2c(c1=O)c1nc3ccccc3nc1n2/N=C/c1ccccn1,0%,8%,3%,4,-17%,24%,7%,10%,-25%
O=C(Cn1ccc([N+](=O)[O-])n1)NCc1ccco1,3%,-6%,nt,1,-14%,0%,17%,-1%,1%
Cn1c(=O)c2c(nc(OCc3cccnc3)n2Cc2ccccc2)n(C)c1=O,2%,-10%,-7%,-2,-4%,6%[12.7 µM],21%,-9%,138%[activator]
NC(=O)c1cc(S(=O)(=O)N2CCCCC2)cs1,0%&-14%,-39%,2%&0%,-4&-3,4%&-17%,2%,35%&31%,-2%&5%,0%&-16%
O=C(O)C1=C[C@H](c2ccccc2)C[C@H](OCCCCO)O1,7%,nt,-13%,-1,-16%,nt,20%,16%,?
COc1cc(NC(=O)n2ncc3cc(Cl)ccc32)cc(OC)c1,9%,0%,17%,3,-9%,22%,6%,-9%,-1%
CC(OC(=O)c1cc2c(s1)CCCCC2)C(=O)NC(N)=O (stereo unspecified),-1%,-5%,12%,0,-25%,-6%[59 µM],23%,26%,-9%
Cc1nn2cc(-c3ncc(C(F)(F)F)cc3Cl)cnc2c1Br,0%,5%,5%,-2,-2%[11.4 µM],5%,-3%,?,21%
CCOC(=O)c1csc(NC(=O)CC2CCCC2)n1,6%,-3%,-5%,-3,3%,-4%,22%,-7%,-2%
Cc1ccc(S(=O)(=O)Cc2nc(-c3ccc(C(=O)NCc4ccccc4)cc3)oc2C)cc1,-11%,-2%,1%,-3,-12%,-22%[59 µM],17%,3%,?
CCOC(=O)C1CCN(C(=O)COC(=O)c2ccc3c(c2)C(=O)N(c2ccc(OCC)cc2)C3=O)CC1,3%,4%,-8%,-3,-18%,8%,67%[activator],-40%[56.9 µM],-5%
CC1CCCCC1NC(=O)c1ccc(S(=O)(=O)NCc2ccco2)cc1 (stereo unspecified),-10%,23%,nt,0,-15%,12%[59 µM],25%,-18%,18%
CCN1CCN(C(=O)c2ccc(Sc3ccccc3Cl)c([N+](=O)[O-])c2)CC1,0%,-33%,nt,0,?,32µM*,-1%,-11%,-13%

# High-throughput results (PubChem BioAssay)

# The list is partial, so the mix of outcomes need not match the whole.
